Siah-1 displacement = Siah-1 peptide-binding antagonists, primary screen, biochemical, fluorescence polarization, rhodamine-plectin, uHTS (AID 1817); one-dose displacement, % at 20 µM; IC50 in µM for titrated hits; 290,000 compounds, 0.02% hits; Siah-1 / rhodamine-plectin peptide fluorescence polarization; higher % means a stronger effect;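 active = displacement of at least 50% at 20 µM, with a fluorescence ratio check between 0.3 and a set limit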;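 note: plate controls were Siah plus tracer with DMSO for no effect and tracer alone without Siah for full effect; strong numbers were not always called active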
XIAP antagonists = small molecules displacing peptide from XIAP – biochemical, IAP family, fluorescence polarization (AID 1018); 200,000 compounds, 0.007% hits; one-dose displacement, % at 20 µM; IC50 in µM for titrated hits; XIAP BIR domain, fluorescence polarization peptide displacement; higher % means a stronger effect; in the data active = displacement above about 50%; note: a part of the inactive calls stands beside numbers as strong as those of hits
P. falciparum M1AAP = P. falciparum M1AAP inhibitors, biochemical, fluorogenic H-Leu-NHMec substrate, 1536-well (AID 1445). inhibition, % at 30 µM, or IC50 in µM where a hit was titrated. recombinant M1AAP, H-Leu-NHMec fluorogenic kinetic assay; higher % means a stronger effect. 220,000 compounds, 0.42% hits;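 active = primary inhibition above the hit cutoff, then over 50% inhibition at one or more dose response concentrations, cut at about 23% in these data, passing the limit was not always enough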;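 note: plate controls were DMSO full reaction for no effect and no enzyme background for full effect; strong numbers were not always called active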
Lipid droplet = modulators of hepatic lipid droplet formation | AML12 mouse hepatocytes, oleate lipid droplets, BODIPY imaging | inhibition, % at 6.5 µM | 240,000 compounds, 0.4% hits | AID 1656;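 active = lipid droplet intensity inhibited by at least 50%, with more than 500 cells counted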
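Test system: AML12 hepatocytes (mouse); reagent: oleate loading, 100 µM; dosing: one dose, 6.5 µM compound; incubation: overnight exposure; signal: fluorescence imaging, 20x objective, two fields per well; read-out basis: % inhibition of corrected integrated BODIPY droplet signal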
NOD2 inhibition = NOD2 signaling inhibitors, cell-based, luminescence, uHTS, HEK293 (AID 1566); 290,000 compounds, 0.63% hits; HEK293 NOD2/NF-kB luciferase reporter, luminescence; higher % means a stronger effect; inhibition, % at 4 µM; hits with a dose series show EC50 in µM; note: many of its hits are not listed in these tables
AID2073 = disruptors of CaV2.2 binding to Mint1 – biochemical, HTRF (AID 2073). 290,000 compounds, 0.19% hits. inhibition, % at 20 µM, or IC50 in µM where a hit was titrated. HTRF protein-protein interaction, Mint1-CaV2.2; higher % means a stronger effect; in the data active = inhibition mostly above about 51%, no sharp cut-off; note: some results filed as inactive read as strong as hits
LYP phosphatase = PTPN22 lymphoid phosphatase activity blockers – biochemical, fluorescence intensity, uHTS (AID 1779); recombinant LYP phosphatase, fluorescence intensity; higher % means a stronger effect; one-dose inhibition, % at 11.5 µM; IC50 in µM for titrated hits; 290,000 compounds, 0.054% hits;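 note: plate controls were vehicle with enzyme for no effect and no enzyme for full effect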
CSM14.1 death rescue = rescue of cells from ER stress-induced death, primary screen, 384-well, CSM14.1, thapsigargin, ATP luminescence (AID 1222); CSM14.1 thapsigargin-induced death rescue, ATP luminescence; higher % means a stronger effect; cellular ATP content (survival), % at 20 µM; hits with a dose series show EC50 in µM; 190,000 tested, under 10 active;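 active = EC50 below 50 µM in the dose-response confirmation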;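 note: death triggered by thapsigargin at about 15 µM added after 2 h compound pretreatment; cell ATP read after overnight thapsigargin exposure of roughly 18 to 22 hours; normalized against plate controls of thapsigargin alone and 5% DMSO vehicle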
P. falciparum M17LAP = P. falciparum M17LAP inhibitors, primary screen, biochemical, fluorogenic H-Leu-NHMec substrate, 1536-well (AID 1619); recombinant M17LAP, H-Leu-NHMec fluorogenic kinetic assay; higher % means a stronger effect; inhibition, % at 30 µM, or IC50 in µM where a hit was titrated; 220,000 compounds, 0.38% hits;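 active = compound inhibiting the enzyme by more than half at any dose during confirmatory dose-response retesting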;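 note: plate controls were full reaction with DMSO carrier for no effect and no enzyme background for full effect; strong numbers were not always called active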
Lipid droplet cells 6.5 µM = further read-out of Lipid droplet, marked with its call; cell count; measured here: cell count, cytotoxicity flag;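 cells counted across two imaged fields per well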
Active calls of the source: *. Cut-off read from the data, not from the text of the source, unless noted: active = inhibition above about 50%; inactive = the rest.

For O=C(CSc1nc2ccccc2s1)Nc1ccc(Cl)c(S(=O)(=O)N2CCOCC2)c1 the results were Siah-1 displacement 9%, XIAP antagonists -2.6%, P. falciparum M1AAP 1%, Lipid droplet -1, NOD2 inhibition 31%, AID2073 10%, LYP phosphatase -2%, CSM14.1 death rescue 1.0%, P. falciparum M17LAP 5% and Lipid droplet cells 6.5 µM 615.
Cc1ccccc1NC(=O)C(C)N1C(=O)c2ccccc2C1=O (stereo not drawn) was read as Siah-1 displacement -4%, Lipid droplet 0, NOD2 inhibition 12%, AID2073 11%, LYP phosphatase -11% and Lipid droplet cells 6.5 µM 803.
`CCN1C(=O)C(CC(=O)NC2CCCCC2)N(CC)C1=O` (stereo not drawn) gave Siah-1 displacement 2%, XIAP antagonists 0.5%, P. falciparum M1AAP 2%, Lipid droplet 4, NOD2 inhibition 0%, AID2073 2%, LYP phosphatase -1%, CSM14.1 death rescue -2.2%, P. falciparum M17LAP -11% and Lipid droplet cells 6.5 µM 695.
Screening CCN(c1ccc(OC)cc1)S(=O)(=O)c1nnc(NC(=O)COc2ccccc2)s1 returned Siah-1 displacement 0%, Lipid droplet -2, NOD2 inhibition 19%, AID2073 12%, LYP phosphatase -9% and Lipid droplet cells 6.5 µM 675.
`O=C(O)c1cc(-c2ccc(-c3c(-c4ccc5c(c4)OCO5)noc3-c3ccsc3)cc2)nc2ccccc12` gave Siah-1 displacement 14%, Lipid droplet 0, NOD2 inhibition 17%, AID2073 12%, LYP phosphatase -4% and Lipid droplet cells 6.5 µM 801.
Screening Cn1c(=O)oc2cc(S(=O)(=O)NCCC(=O)N3CC=C(c4ccccc4)CC3)ccc21 returned Siah-1 displacement -6%, XIAP antagonists -5.1%, P. falciparum M1AAP -3%, NOD2 inhibition 1%, AID2073 -12%, LYP phosphatase -8%, CSM14.1 death rescue -1.0% and P. falciparum M17LAP 4%.
`COc1ccc(NC(=O)N2CCCC2C(=O)NC2CCCC2)cc1` (stereo not drawn) gave Siah-1 displacement -2%, Lipid droplet -2, NOD2 inhibition 11%, AID2073 1%, LYP phosphatase -15% and Lipid droplet cells 6.5 µM 826.
Screening Cc1cc(C)cc(C(=O)N[C@@H](C)C(=O)N2CCC3(CC2)NCCc2[nH]cnc23)c1 returned Siah-1 displacement 9%, Lipid droplet 2, NOD2 inhibition 1%, AID2073 -8%, LYP phosphatase -9% and Lipid droplet cells 6.5 µM 732.
For COC(=O)c1ccccc1NC(=O)c1cnn2c(C(F)F)cc(C3CC3)nc12 the results were Siah-1 displacement 0%, XIAP antagonists -7.9%, P. falciparum M1AAP 0%, Lipid droplet -3, NOD2 inhibition 2%, AID2073 12%, LYP phosphatase -8%, CSM14.1 death rescue -0.1%, P. falciparum M17LAP 8% and Lipid droplet cells 6.5 µM 743.
O=S(=O)(Nc1ccc(N2CCCCC2)cc1)c1ccc(F)cc1F was read as Siah-1 displacement 4%, P. falciparum M1AAP 3%, Lipid droplet 5, NOD2 inhibition 9%, AID2073 -12%, LYP phosphatase -3%, P. falciparum M17LAP 11% and Lipid droplet cells 6.5 µM 685.
Cc1c(S(=O)(=O)N2CCN(c3cccc(Cl)c3)CC2)c(=O)n(C)c(=O)n1C was read as Siah-1 displacement 6%, Lipid droplet -10, NOD2 inhibition -2%, AID2073 5%, LYP phosphatase -9% and Lipid droplet cells 6.5 µM 678.
O=C(CCc1c[nH]c2ccccc12)NCc1ccncc1 was read as Siah-1 displacement 0%, Lipid droplet 3, NOD2 inhibition -3%, AID2073 3%, LYP phosphatase -7% and Lipid droplet cells 6.5 µM 845.
CC(=O)c1ccc(NC(=O)CSc2nc(=O)cc(N)n2-c2ccccc2)cc1 was read as Siah-1 displacement 12%, XIAP antagonists -4.5%, P. falciparum M1AAP 2%, Lipid droplet 6, NOD2 inhibition -23%, AID2073 11%, LYP phosphatase -6%, CSM14.1 death rescue -0.6%, P. falciparum M17LAP 4% and Lipid droplet cells 6.5 µM 660.
COc1ccc2cc(CN(Cc3cccnc3)S(=O)(=O)c3ccccc3)c(=O)[nH]c2c1 was read as Siah-1 displacement 3%, XIAP antagonists -1.7%, P. falciparum M1AAP 6%, NOD2 inhibition 12%, AID2073 5%, LYP phosphatase -11%, CSM14.1 death rescue -0.8% and P. falciparum M17LAP -1%.
For COCCCNC(=S)NCCNc1nc2c(C)c(C)ccc2cc1C#N the results were Siah-1 displacement -1%, XIAP antagonists -3.6%, P. falciparum M1AAP -2%, Lipid droplet -12, NOD2 inhibition 20%, AID2073 -10%, LYP phosphatase -8%, CSM14.1 death rescue 1.7%, P. falciparum M17LAP 0% and Lipid droplet cells 6.5 µM 607.
Screening Cc1nc(N2CCCCC2)c2c(C)c(C(=O)Nc3cccc(C(F)(F)F)c3)sc2n1 returned Siah-1 displacement -9%, XIAP antagonists -14%, P. falciparum M1AAP 0%, Lipid droplet -50, NOD2 inhibition 24%, AID2073 14%, LYP phosphatase 4%, CSM14.1 death rescue 1.6%, P. falciparum M17LAP 19% and Lipid droplet cells 6.5 µM 586.
For COc1ccc(-c2cc(C(=O)N3CCCCCC3)c3ccccc3n2)c(OC)c1 the results were Siah-1 displacement 13%, Lipid droplet -3, NOD2 inhibition -8%, AID2073 -20%, LYP phosphatase -4% and Lipid droplet cells 6.5 µM 856.
CCN(CC)S(=O)(=O)c1ccc(N2CCCCC2)c(NC(=O)/C=C/c2cc(OC)c(OC)c(OC)c2)c1 was read as Siah-1 displacement 0%, XIAP antagonists -2.0%, P. falciparum M1AAP 3%, Lipid droplet 6, NOD2 inhibition 20%, AID2073 35%, LYP phosphatase 14%, CSM14.1 death rescue 0.0%, P. falciparum M17LAP -3% and Lipid droplet cells 6.5 µM 644.
Screening COCCN1C(=O)N[C@@H](CCc2ccccc2)[C@H](C(C)=O)[C@H]1C returned Siah-1 displacement 1%, P. falciparum M1AAP -4%, NOD2 inhibition -6%, AID2073 7%, LYP phosphatase -9% and P. falciparum M17LAP -2%.
`Cc1ccc(C(=O)NCC(=O)OCC(=O)NC2CCCCCCC2)cc1` gave Siah-1 displacement 1%, Lipid droplet 0, NOD2 inhibition -2%, AID2073 5%, LYP phosphatase -6% and Lipid droplet cells 6.5 µM 822.
For COc1ccc(Cn2nnnc2C(c2ccc(N(C)C)cc2)N2CCC(C(N)=O)CC2)cc1 (stereo not drawn) the results were Siah-1 displacement 3%, XIAP antagonists -3.2%, P. falciparum M1AAP 3%, Lipid droplet 8, NOD2 inhibition 15%, AID2073 -7%, LYP phosphatase -1%, CSM14.1 death rescue -0.1%, P. falciparum M17LAP -4% and Lipid droplet cells 6.5 µM 668.
CC1Cn2c(COc3ccccc3)nnc2S1 (stereo not drawn) was read as Siah-1 displacement 7%, XIAP antagonists -6.2%, P. falciparum M1AAP 8%, Lipid droplet 0, NOD2 inhibition 6%, AID2073 16%, LYP phosphatase -4%, CSM14.1 death rescue -0.9%, P. falciparum M17LAP -1% and Lipid droplet cells 6.5 µM 755.
Screening Cc1cc(Br)ccc1NC(=O)CCSc1ccccc1 returned Siah-1 displacement 1%, XIAP antagonists -8.6%, P. falciparum M1AAP 8%, NOD2 inhibition -1%, AID2073 16%, LYP phosphatase -4%, CSM14.1 death rescue -1.0% and P. falciparum M17LAP 2%.
`Cc1ccnc(NC(=O)CN(C)S(=O)(=O)c2cccc3nsnc23)c1` gave Siah-1 displacement 2%, XIAP antagonists -5.3%, P. falciparum M1AAP 8%, NOD2 inhibition 25%, AID2073 1%, LYP phosphatase -5%, CSM14.1 death rescue -2.3% and P. falciparum M17LAP 0%.
`O=C(COc1ccc(Br)cc1F)N1CCN(c2ncccn2)CC1` gave Siah-1 displacement 1%, XIAP antagonists 4.0%, P. falciparum M1AAP 4%, Lipid droplet -6, NOD2 inhibition 2%, AID2073 1%, LYP phosphatase -2%, CSM14.1 death rescue -0.1%, P. falciparum M17LAP -2% and Lipid droplet cells 6.5 µM 705.
`COc1ccc(C(=O)N2CCCC(CNC(=O)c3ccc(F)cc3)C2)cc1OC` (stereo not drawn) gave Siah-1 displacement 2%, Lipid droplet -4, NOD2 inhibition 9%, AID2073 9%, LYP phosphatase -7% and Lipid droplet cells 6.5 µM 667.
For CN(c1ccc(C(=O)NC2CC3CCC2C3)cc1)S(C)(=O)=O (stereo not drawn) the results were Siah-1 displacement 4%, XIAP antagonists -5.2%, P. falciparum M1AAP 1%, NOD2 inhibition -2%, AID2073 -5%, LYP phosphatase -2%, CSM14.1 death rescue -1.0% and P. falciparum M17LAP -5%.
Screening CCOC(=O)c1ccc(N2CSC3=C(C#N)C(c4cccs4)CC(=O)N3C2)cc1 (stereo not drawn) returned Siah-1 displacement 3%, XIAP antagonists 0.8%, P. falciparum M1AAP 15%, NOD2 inhibition 9%, AID2073 48%, LYP phosphatase -4%, CSM14.1 death rescue -0.6% and P. falciparum M17LAP -25%.
Screening CN(Cc1ccccc1)C(=O)CN1C(=O)COc2ccc(S(=O)(=O)N3CCCC3)cc21 returned Siah-1 displacement -8%, Lipid droplet 0, NOD2 inhibition 22%, AID2073 7%, LYP phosphatase -8% and Lipid droplet cells 6.5 µM 750.
`Cn1c(Cn2c(=O)sc3ccccc32)nnc1SCC(=O)Nc1ccccc1` gave Siah-1 displacement 12%, XIAP antagonists 0.7%, P. falciparum M1AAP 5%, Lipid droplet 15, NOD2 inhibition 9%, AID2073 16%, LYP phosphatase -3%, CSM14.1 death rescue -0.3%, P. falciparum M17LAP 4% and Lipid droplet cells 6.5 µM 752.
For CN1CC(C(=O)Nc2ccc(F)c(Cl)c2)CC1=O (stereo not drawn) the results were Siah-1 displacement -5%, Lipid droplet -2, NOD2 inhibition 6%, AID2073 0%, LYP phosphatase -4% and Lipid droplet cells 6.5 µM 835.
`CCC(=O)N/C(=N/c1nc(C)cc(C)n1)Nc1ccccc1` gave Siah-1 displacement -2%, P. falciparum M1AAP 3%, Lipid droplet -1, NOD2 inhibition -15%, AID2073 8%, LYP phosphatase -10%, P. falciparum M17LAP -13% and Lipid droplet cells 6.5 µM 671.
Screening Cc1ccc2nc(SCC(=O)Nc3cccc(S(=O)(=O)N(C)C)c3)[nH]c2c1 returned Siah-1 displacement 1%, XIAP antagonists -27%, P. falciparum M1AAP 0%, Lipid droplet -10, NOD2 inhibition 16%, AID2073 0%, LYP phosphatase -6%, CSM14.1 death rescue -2.0%, P. falciparum M17LAP 6% and Lipid droplet cells 6.5 µM 682.

No new results follow: an excerpt of the list.
`O=C(COc1ccc(Br)cc1F)N1CCN(c2ncccn2)CC1` gave Siah-1 displacement 1%, XIAP antagonists 4.0%, P. falciparum M1AAP 4%, Lipid droplet -6, NOD2 inhibition 2%, AID2073 1%, LYP phosphatase -2%, CSM14.1 death rescue -0.1%, P. falciparum M17LAP -2% and Lipid droplet cells 6.5 µM 705.
`COc1ccc(C(=O)N2CCCC(CNC(=O)c3ccc(F)cc3)C2)cc1OC` (stereo not drawn) gave Siah-1 displacement 2%, Lipid droplet -4, NOD2 inhibition 9%, AID2073 9%, LYP phosphatase -7% and Lipid droplet cells 6.5 µM 667.

Screening results from PubChem.

Some of the compounds tested; count on the stated rates, not on these rows.
